Source: PubChem (National Center for Advancing Translational Sciences (NCATS))
DT40 TDP1 no CPT = qHTS for Inhibitors of human tyrosyl-DNA phosphodiesterase 1 (TDP1): qHTS in cells in absence of CPT; DT40 Tdp1-/- hTDP1 cells, no CPT, ATP luminescence, 48 h; Potency, µM (top dose mostly 46.2 µM), for the others: at the highest dose activity change, negative = growth inhibition, hits mostly inhibitors; hit rate 15% among 420,000; AID 686978, 2013; further: nearly all actives have a fitted effect of over 55% in size
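Camptothecin absent (DMSO only). Human TDP1-complemented DT40 knockout cells, 400 cells/well, 37 °C for minimum 48 hr; ATP measured via CellTiter-Glo, 30 min dark incubation, luminescence.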
TDP1 block = blocks human tyrosyl-DNA phosphodiesterase 1 | AID 485290 | recombinant TDP1, AlphaScreen DNA substrate cleavage | Q9NUW8 | hit rate 0.28% among 350,000 | Potency, µM (doses to about 130 µM), inactives show at the highest dose activity change, negative = inhibition, hits mostly inhibitors; further: nearly all actives have a fitted effect of over 40% in size
Target sequence (Q9NUW8 whole entry, looked up): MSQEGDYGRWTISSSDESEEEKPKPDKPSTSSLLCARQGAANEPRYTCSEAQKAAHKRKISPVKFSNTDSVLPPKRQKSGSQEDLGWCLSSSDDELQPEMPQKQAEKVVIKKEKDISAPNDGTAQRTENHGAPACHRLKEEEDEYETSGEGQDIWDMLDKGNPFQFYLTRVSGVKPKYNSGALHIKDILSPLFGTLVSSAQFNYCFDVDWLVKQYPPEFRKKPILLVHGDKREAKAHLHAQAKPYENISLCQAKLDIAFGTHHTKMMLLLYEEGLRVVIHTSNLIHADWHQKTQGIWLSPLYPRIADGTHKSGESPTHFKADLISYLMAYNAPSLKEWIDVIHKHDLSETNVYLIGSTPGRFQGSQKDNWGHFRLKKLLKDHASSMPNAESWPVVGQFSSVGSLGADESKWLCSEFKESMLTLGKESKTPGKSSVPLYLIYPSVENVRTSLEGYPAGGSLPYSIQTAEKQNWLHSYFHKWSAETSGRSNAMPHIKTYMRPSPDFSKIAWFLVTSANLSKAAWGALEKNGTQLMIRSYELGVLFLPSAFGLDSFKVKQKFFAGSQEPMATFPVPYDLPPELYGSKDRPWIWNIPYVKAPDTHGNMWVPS
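Recombinant human Tdp1 (E. coli-expressed, 1 nM final) preincubated with compounds 15 min at room temperature, then 5'-biotin/3'-phosphotyrosine-FITC DNA substrate (15 nM final) added for 5 min. AlphaScreen beads (10 ug/ml final) added 10 min; cleavage lowers signal.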
KAT2A inh = blocks human GCN5L2 histone acetyltransferase; Q92830; GCN5L2 HAT assay, ThioGlo1 CoA-SH fluorescence; Potency, µM (doses to about 58.9 µM), for the others: at the top dose activity change, negative = inhibition, hits mostly inhibitors; hit rate 0.21% among 390,000; AID 504327
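ThioGlo1-coupled HAT assay: 20nM GCN5L2, 70uM acetyl-CoA, 75uM H3(1-25) peptide, pH 7.5. Fluorescence read at 340/540nm at start and after 20 min at room temperature.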
An asterisk follows results filed as active; ? = inconclusive; . = not tested or not shown; & = joins results of further samples; [ ] = remark or other dose. The call rests on the fitted dose curve; in most records, active means well fitted curve in the direction sought with a large enough effect; inconclusive means small, poorly fitted or top-dose-only effect, or another doubt; inactive means no such curve, though single readings can be large; an effect the other way counts as inactive or inconclusive. On the % scale 0 is the no-effect control and ±100 the full control effect; potency means the concentration at half of the fitted maximal effect.

Each structure is followed by: DT40 TDP1 no CPT | TDP1 block | KAT2A inh
O=C(Nc1ccc(-c2nc3cccnc3s2)cc1)c1ccc(Br)o1
 : 8.2µM* | 7% | -2%
C=CCN=C(CC)C1=C(O)CCCC1=O
 : 0% | -5% | 1%
COc1cccc(OC)c1C(=O)NC(=S)Nc1ccc2c(c1)OCCO2
 : ? | 5% | -9%
COc1ccccc1N1CCN(C(=O)CN(Cc2ccccc2)S(C)(=O)=O)CC1
 : ? | 9% | -6%
O=C(NC(=S)NCc1nc2ccccc2[nH]1)c1ccccc1F
 : 16µM* | 3% | 1%
N#CCCCSc1nnc(-c2ccc(Cl)cc2)n1-c1ccccc1
 : ? | 0% | 8%
O=C(NCc1ccc(F)cc1)c1ccc(CSc2nc3ccncc3n2Cc2ccc(F)cc2)cc1
 : -97% | 8% | -7%
O=C(NCc1cccs1)c1ccc(Cl)s1
 : -20% | -1% | -5%
CCOc1cc(CNC(=O)Cn2ncn3c(cc4cc(F)ccc43)c2=O)cc(OCC)c1OCC
 : -20% | -4% | -1%
CCC(C(=O)NCCc1c[nH]c2ccc(C)cc12)c1ccccc1 (centres undefined)
 : ? | . | -6%
Cc1ccc(C(=O)OCc2nc3ccsc3c(=O)[nH]2)o1
 : -1% | . | -1%
CCN(C(=O)COC(=O)c1oc2ccc(OC)cc2c1C)C1CCCCC1
 : ? | . | -3%
COc1cccc(C(=O)n2c(SC)nc3cc4c(cc32)OCCO4)c1
 : -18% | 4% | -13%
C=CCN1CN(Cc2ccco2)CNC1=S
 : ? | 3% | 29%
COc1ccccc1-c1nc(SCC(=O)NCc2ccc(C)cc2)c2c(=O)n(C)c(=O)n(C)c2n1
 : -15% | 3% | -4%
CCOC(=O)CSc1cc(CS(=O)c2ccc(Cl)cc2)nc(-c2ccccc2)n1 (centres undefined)
 : ? | 2% | -2%
Cc1cccc(C)c1NC1=NC(C)(C)N=C(N)N1
 : 1% | 0% | 1%
CC(C)NC(=O)Nc1cccc2c1O[C@H](CN(C)S(=O)(=O)c1cccs1)[C@@H](C)CN([C@H](C)CO)C2=O
 : -28% | 0% | -5%
CCCCNC(=O)OC(C)CNC(=O)OC (centres undefined)
 : 12% | 2% | -11%
O=C(NCc1ccc(Cl)cc1)C(=O)NCC(c1ccco1)S(=O)(=O)c1cccs1 (centres undefined)
 : ? | -3% | -6%
O=C(CNC(=S)N(CCCN1CCOCC1)Cc1cccs1)N1CCOCC1
 : 5% | 4% | -1%
C=CCNc1nc(NC(C)(C)CO)nc(OC)n1
 : 6% | 0% | 4%
O=C(CNC(=O)[C@@H]1Cc2ccccc2CN1)Nc1ccc2c(c1)OCCO2
 : 20% | 3% | -3%
CN(C)C(=O)c1ccc(-c2ccc3ncnc(NCc4cccnc4)c3c2)cc1
 : -22% | -5% | -18%
O=C(O)c1cc(NCc2ccccc2)ccc1N1CCOCC1
 : 3% | -10% | 0%
CCOc1cc(CN2CCSCC2)ccc1O
 : ? | -2% | -8%
CC(=O)c1cccc(NC(=O)C2CCN(S(=O)(=O)c3cccs3)CC2)c1
 : -21% | 1% | 0%
CCCSC1=C(C#N)C(c2ccc(OC)cc2)C2=C(CC(C)(C)CC2=O)N1 (centres undefined)
 : 4.1µM* | 4% | -3%
CN(C(=O)COC(=O)Cn1c(C(F)(F)F)nc2ccccc21)c1c(N)n(Cc2ccccc2)c(=O)[nH]c1=O
 : 7% | 0% | -2%
O=C(NC12CC3CC(CC(C3)C1)C2)c1ccc(S(=O)(=O)N2CCOCC2)cc1
 : ? | 3% | 6%

Profiles, quoted from the list:
Record of O=C(NC(=S)NCc1nc2ccccc2[nH]1)c1ccccc1F = DT40 TDP1 no CPT = 16µM*; TDP1 block = 3%; KAT2A inh = 1%
Record of CCOc1cc(CN2CCSCC2)ccc1O = DT40 TDP1 no CPT = ?; TDP1 block = -2%; KAT2A inh = -8%
Record of CCCCNC(=O)OC(C)CNC(=O)OC (centres undefined) = DT40 TDP1 no CPT = 12%; TDP1 block = 2%; KAT2A inh = -11%

No new results follow: an excerpt of the list.
Each structure is followed by: DT40 TDP1 no CPT | TDP1 block | KAT2A inh
O=C(Nc1ccc(-c2nc3cccnc3s2)cc1)c1ccc(Br)o1
 : 8.2µM* | 7% | -2%
C=CCN=C(CC)C1=C(O)CCCC1=O
 : 0% | -5% | 1%
COc1cccc(OC)c1C(=O)NC(=S)Nc1ccc2c(c1)OCCO2
 : ? | 5% | -9%
COc1ccccc1N1CCN(C(=O)CN(Cc2ccccc2)S(C)(=O)=O)CC1
 : ? | 9% | -6%

The results go on.
Each structure is followed by: DT40 TDP1 no CPT | TDP1 block | KAT2A inh
c1ccc(CC2CCN(c3nnnn3-c3ccccc3)CC2)cc1
 : -30% | 0% | -21%
O=c1cc(CSc2n[nH]c(-c3ccccc3)n2)[nH]c2ccccc12
 : 26µM* | 0% | -12%
Oc1cccc(C(Nc2nccs2)c2ccc3cccnc3c2O)c1 (centres undefined)
 : 4.6µM* | 9% | -11%
O=C(N/N=C/c1ccco1)c1ccc2nc[nH]c2c1
 : -17% | -5% | -6%
CCOc1ccc(CCNS(=O)(=O)c2cccc3nsnc23)cc1OCC
 : -28% | 7% | -1%
CC(C)(CNC(=O)CNC(=O)C1CCCCC1)N1CCOCC1
 : -16% | 0% | -2%
CC(=O)Nc1ccc(S(=O)(=O)N2CCN(c3nc(C)cc(C)n3)CC2)cc1
 : 0% | 3% | -15%
Cc1ccc(NC(=O)CN2C(=O)NC(C)(CCc3ccccc3)C2=O)cc1 (centres undefined)
 : -2% | 5% | -7%
O=C(CCC(=O)Nc1ccccc1)N/N=C/c1cccnc1
 : 2% | 1% | -3%
CC(C)C[C@H](NC(=O)OC(C)(C)C)c1n[nH]c(=S)n1N
 : -11% | 7% | -6%
CSc1cccc(NC(=O)c2cccc(N3CCCS3(=O)=O)c2)c1
 : 18µM* | -3% | 2%
CCOc1ccc(-c2ncncc2-c2ccc(OC)c(OC)c2)c(O)c1
 : 13% | . | -19%
CN(CC(=O)NCCN1CCOCC1)S(=O)(=O)c1ccc(Cl)cc1
 : -14% | 0% | 1%
Cc1ccc(C)c(/C(O)=C2\C(=O)C(=O)N(CCCn3ccnc3)C2c2cccnc2)c1 (centres undefined)
 : -24% | 3% | -2%
CNc1cc([N+](=O)[O-])ccc1N/C=C/C(=O)c1ccc2c(c1)OCO2
 : ? | 5% | -4%
COCC(=O)N1CCC2(CCCN(Cc3cc(C(F)(F)F)cc(C(F)(F)F)c3)C2)CC1
 : ? | . | -16%
O=C(COC(=O)c1cc(-c2ccccn2)nc2ccccc12)Nc1ncc(C(F)(F)F)cc1Cl
 : ? | . | -1%
COc1ccc(CN(C)CCc2ccccn2)cc1OC
 : -7% | -12% | -3%
CC12COC3(P(=O)(c4ccccc4)c4ccccc4)CC1CCC23CP(=O)(c1ccccc1)c1ccccc1 (centres undefined)
 : ? | 8% | -9%
Cn1c(=O)c2c(SCC(=O)N3CCCc4ccccc43)nc(CC(C)(C)C)nc2n(C)c1=O
 : ? | 8% | -2%
O=C(NN=C1c2ccccc2-c2ccccc21)c1ccccc1
 : ? | 20µM* | -5%
COc1cc(NC(=O)Cc2ccccc2)c(C(=O)O)cc1OC
 : -12% | . | -14%
Cc1ccc(CN2CCN(CC(=O)NCc3ccc(Cl)cc3)C2=O)cc1
 : -20% | 2% | -1%[0.501 µM]
COc1ccc(OC)c(C2CC(=O)C3=C(C2)NC(=O)CC3c2ccc(O)c(OC)c2)c1 (centres undefined)
 : ? | -1% | 29%
COc1ccc(C(=O)NC(Nc2ccc(C)cc2)C(Cl)(Cl)Cl)cc1 (centres undefined)
 : 18µM* | 1% | -12%
O=C(c1ccccc1)c1c[nH]c2ccccc12
 : -20% | . | -15%
O=C1NC2(CCCC2)C(=O)N1CCS(=O)(=O)Oc1ccccc1
 : -2% | 4% | -6%
O=C(N[C@@H](c1ccccc1)[C@@H]1C[C@H]1C(=O)NCc1ccccn1)OCc1ccccc1
 : -28% | 1%&10% | 3%
C=CCSC1=Nc2sccc2C2=NC(=O)CN12
 : -18% | 1% | -12%
CCC(C)Sc1nnc(NC(=O)C2CCN(C(=O)c3ccco3)CC2)s1 (centres undefined)
 : ? | . | -5%

Part of the list above, reformatted.
> O=C(COC(=O)c1cc(-c2ccccn2)nc2ccccc12)Nc1ncc(C(F)(F)F)cc1Cl
  DT40 TDP1 no CPT: ? | TDP1 block: . | KAT2A inh: -1%

> COc1ccc(CN(C)CCc2ccccn2)cc1OC
  DT40 TDP1 no CPT: -7% | TDP1 block: -12% | KAT2A inh: -3%

> CC12COC3(P(=O)(c4ccccc4)c4ccccc4)CC1CCC23CP(=O)(c1ccccc1)c1ccccc1 (centres undefined)
  DT40 TDP1 no CPT: ? | TDP1 block: 8% | KAT2A inh: -9%

(list continues)
Each structure is followed by: DT40 TDP1 no CPT | TDP1 block | KAT2A inh
O=c1c2ccccc2[nH]c(=S)n1CCN1CCCC1
 : -1% | 4% | -8%
c1ccc(-c2nc3ccccc3s2)nc1
 : -1%&-5% | 2% | -2%&-4%
COc1cc(C(=O)NCC2CCCCC2)cc(OC)c1OC
 : ? | . | -5%
C[C@H](CO)N1C[C@H](C)[C@@H](CN(C)C(=O)Nc2ccc3c(c2)OCO3)Oc2ccc(NS(=O)(=O)c3ccc(F)cc3)cc2C1=O
 : 13% | 3% | -2%
CC(C)[C@@H](C(=O)N1CCCC1)N1C(=O)N2CCc3c([nH]c4ccccc34)[C@@]2(C)C1=O
 : ? | . | -15%
O=C(Nc1ccc2c(c1)OCO2)c1ccc2c(c1)OCO2
 : ? | 0% | -6%
COc1ccc(-n2c(=O)c3c(c4cc(OC)ccc4n3C)n(Cc3c(F)cccc3Cl)c2=O)cc1
 : -13% | 0% | -2%
Cc1nnc(SCc2cc(=O)oc3cc(O)ccc23)n1Cc1ccccc1
 : ? | 4% | -4%
COC(=O)c1c(NC(=O)CN2CCC(C(N)=O)CC2)c2c(C)cccc2n1C
 : -18% | 5% | 4%
COc1ccc(C(C(=O)NCC2CCCO2)N(C(=O)CNC(=O)c2cccs2)c2ccccc2)cc1OC (centres undefined)
 : 1% | -1% | 0%
COc1ccc(C(=O)Nc2cc(OC)c(Cl)cc2Cl)cc1
 : 23µM* | 9% | 1%
CCNc1nc2c(c(=O)n(C)c(=O)n2C)n1CC(O)COc1ccccc1 (centres undefined)
 : . | 2% | 2%
O=C(O)c1cnc(-c2ccccc2)nc1Sc1ccc(Cl)cc1
 : -11% | 2% | -1%
C/C=C\C(=O)Nc1cccc(C2=NOC3(C2)C[C@@H](C(N)=O)N(C(=O)CCCCC)C3)c1 (some centres undefined)
 : -26% | -4% | 16%
COc1ccc(C)cc1-n1c(-c2ccc(Cl)cc2)cc2c1CC(C)(C)CC2=O
 : 15µM* | 7% | -5%
CN(Cc1nc2ccccc2c(=O)[nH]1)C(=O)COc1ccccc1Cc1ccccc1
 : ? | -1%[56.1 µM] | -10%
Cc1ccc(C2(c3noc(CN(C)Cc4ccccn4)n3)CCCC2)cc1
 : 16µM* | 0% | -1%
Nc1ccc2oc(-c3ccccc3Cl)nc2c1
 : -18% | -3% | 1%
COC(=O)CN1C(=O)COc2ccc(S(=O)(=O)NCc3ccccc3)cc21
 : -14% | 0% | -4%
Cc1ccc(-c2cn3nc(N4CCCC(C(=O)NCc5ccccc5F)C4)sc3n2)cc1 (centres undefined)
 : ? | 4% | -7%
Cc1ccc(NC(=O)CCC(=O)c2cccs2)cc1
 : 6% | 4% | -13%
Cc1cccc(OCCSc2nc3ncnc(N)c3[nH]2)c1
 : -27% | 6% | -1%
CC1Cc2ccccc2N1C(=O)CSc1nnc(N)s1 (centres undefined)
 : 2% | 6% | -17%
CC(CN1CCOCC1)OC(=O)C1COc2ccccc2O1 (centres undefined)
 : 13% | 1% | 5%
COc1ccc(C(c2sc3ncnn3c2O)N2CC(C)OC(C)C2)cc1OC (centres undefined)
 : -18% | 3% | -3%
COc1ccc(NC(=O)CN(C2CCCCC2)S(C)(=O)=O)cc1OC
 : -5% | 1% | -8%
CCn1ccnc1CN(C)C(=O)C1CCC(=O)N(Cc2cccc(C(F)(F)F)c2)C1 (centres undefined)
 : -1% | 1% | ?
Cc1oc(-c2ccc(Cl)cc2)nc1CS(=O)CC(=O)NCc1ccc(Cl)cc1 (centres undefined)
 : ? | 7% | 0%
CCc1c(C)nc(SCc2nc(-c3ccccc3C)no2)[nH]c1=O
 : ? | 3% | -10%
C=C1CCN([C@@H](C)C(=O)OCc2ccc(C)cc2)S(=O)(=O)c2ccccc21
 : ? | . | -14%

Only part of the results is shown. The share of hits here may be higher or lower than overall.
